Source: PubChem BioAssay (Broad Institute)
p53 PUMA act: restores mutant p53 pathway signaling in SW480 cells; SW480 PUMA-promoter luciferase, p53 mutant reactivation; activation, % at 9.98 µM; 28,000 compounds, 1.5% hits; in the data active = activation above about 52%
STK33 inh: blocks human STK33 kinase activity. Q9BYT3. ADP-Glo luminescence, MBP substrate. inhibition, % at 12.5 µM. 27,000 compounds, 0.44% hits. AID 2322; in the data active = inhibition above about 20%
Target sequence (Q9BYT3 whole entry, looked up): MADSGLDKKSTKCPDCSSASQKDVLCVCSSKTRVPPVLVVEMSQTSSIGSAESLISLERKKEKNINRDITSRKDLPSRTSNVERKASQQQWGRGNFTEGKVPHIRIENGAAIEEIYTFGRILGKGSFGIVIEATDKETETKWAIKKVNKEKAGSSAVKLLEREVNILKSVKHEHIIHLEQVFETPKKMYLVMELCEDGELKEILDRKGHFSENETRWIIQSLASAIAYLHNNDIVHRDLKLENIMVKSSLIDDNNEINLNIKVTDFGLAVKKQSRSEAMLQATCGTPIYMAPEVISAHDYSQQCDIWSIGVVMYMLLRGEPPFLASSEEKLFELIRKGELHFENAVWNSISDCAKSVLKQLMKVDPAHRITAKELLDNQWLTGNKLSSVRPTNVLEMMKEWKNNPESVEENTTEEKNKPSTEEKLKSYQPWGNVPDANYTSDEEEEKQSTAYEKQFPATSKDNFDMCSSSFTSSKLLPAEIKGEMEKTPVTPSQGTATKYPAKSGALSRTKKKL
Starred values were filed as active, the others as inactive; x = no result given. Not all compounds are listed (hit frequency here may not be typical).

Screens in order: p53 PUMA act | STK33 inh
#1 COc1ccc(NC(=O)Nc2nn(Cc3c(F)cccc3Cl)cc2Cl)cc1OC
 : -29 | 7
#2 C[C@@H]1CN([C@H](C)CO)C(=O)c2cccc(NC(=O)Nc3ccc(C(F)(F)F)cc3)c2O[C@@H]1CN(C)S(=O)(=O)c1cn(C)cn1
 : -6 | x
#3 Cc1noc(C)c1NC(=O)Nc1ccc2c(c1)C(=O)N([C@@H](C)CO)C[C@@H](C)[C@@H](CN(C)C(=O)C1CCCCC1)OCCCC[C@H](C)O2
 : 6 | x
#4 Cc1cc(C)nc(NS(=O)(=O)c2ccc(NC(=O)c3ccc(-c4ccccc4)cc3)cc2)n1
 : 7 | -1
#5 CC(C)NC(=O)Nc1cccc2c1O[C@H](CN(C)Cc1ccccc1)[C@H](C)CN([C@@H](C)CO)C2=O
 : 6 | x
#6 C[C@@H]1CN([C@@H](C)CO)C(=O)Cc2cc(NS(C)(=O)=O)ccc2O[C@@H]1CN(C)Cc1ccncc1
 : -2 | -1
#7 CCn1ccc(CNC(=O)Nc2ccc(Cl)cc2Cl)n1
 : 24 | -1
#8 COc1ccc(S(=O)(=O)N(C)C[C@H]2OCCCC[C@@H](C)Oc3ccc(NS(=O)(=O)c4ccc(C)cc4)cc3C(=O)N([C@@H](C)CO)C[C@@H]2C)cc1
 : -30 | x
#9 Cc1noc(C)c1S(=O)(=O)N(C)C[C@@H]1Oc2ccc(N(C)C)cc2CC(=O)N([C@H](C)CO)C[C@@H]1C
 : 4 | x
#10 CCOc1ccc(OCC(=O)Nc2ccc(C)cc2[N+](=O)[O-])cc1
 : 32 | 2
#11 N#C/C(=C(\N)Sc1ccc(N)cc1)c1ccccc1C(F)(F)F
 : -30 | x
#12 CC(C)NC(=O)Nc1ccc2c(c1)CC(=O)N([C@H](C)CO)C[C@H](C)[C@H](CN(C)C(=O)Nc1cccc3ccccc13)O2
 : 9 | -3
#13 C[C@H](CO)N1C[C@H](C)[C@@H](CN(C)C(=O)NC2CCCCC2)Oc2ccc(NC(=O)Nc3ccc(F)cc3)cc2CC1=O
 : -3 | x
#14 C[C@@H]1CCCCO[C@@H](CN(C)C(=O)Nc2ccccc2)[C@H](C)CN([C@@H](C)CO)C(=O)c2cc(NC(=O)CCC(F)(F)F)ccc2O1
 : 1 | x
#15 CC[C@H](C)/C=C(C)/C=C/C(=O)Cc1cc(O)c(C)c(O)c1C=O
 : x | 1
#16 COc1ccc(S(=O)(=O)Nc2ccc3c(c2)[C@@H]2C[C@H](CC(=O)NCC4CC4)O[C@@H](CO)[C@@H]2O3)cc1
 : 3 | x
#17 Cn1c(NCCCO)nc2ccccc21
 : -5 | -3
#18 Cc1noc(C)c1NC(=O)N(C)C[C@@H]1Oc2c(NC(=O)c3ccncc3)cccc2C(=O)N([C@@H](C)CO)C[C@@H]1C
 : 11 | x
#19 Cc1cc(C)c(NC(=O)CSc2nc(-c3ccc(F)cc3)cs2)c(C)c1
 : -7 | 4
#20 O=C(Nc1cccc(Br)c1)C1CN(S(=O)(=O)c2ccccc2)CCN1S(=O)(=O)c1ccccc1 (centres undefined)
 : 1 | 4
#21 C[C@]12C[C@H](O)C3C(CC[C@@H]4C[C@H](O)CC[C@]34C)C1CC[C@@H]2C(=O)CO (some centres undefined)
 : -1 | 0
#22 C[C@H]1CN([C@@H](C)CO)C(=O)Cc2cc(NS(=O)(=O)c3ccc(F)cc3)ccc2O[C@@H]1CN(C)Cc1ccc(C(=O)O)cc1
 : 2 | x
#23 N#CCCn1c2c(ccc1=O)CCCC2
 : x | 0
#24 COc1ccc(NC(=O)N(C)C[C@H]2Oc3ccc(NC(=O)Cc4cn(C)c5ccccc45)cc3CC(=O)N([C@@H](C)CO)C[C@H]2C)cc1
 : x | 10
#25 C[C@@H]1CN([C@@H](C)CO)C(=O)Cc2cc(NC(=O)NC3CCCCC3)ccc2O[C@H]1CN(C)Cc1ccccc1
 : -1 | x
#26 Cc1cccc(NC(=O)CNS(=O)(=O)c2ccc(Br)cc2)c1C
 : -10 | 0
#27 C[C@H](CO)N1C[C@H](C)[C@H](CN(C)Cc2ccccc2C(F)(F)F)OCc2cnnn2CCCC1=O
 : x | -1
#28 Cc1noc(C)c1S(=O)(=O)Nc1ccc2c(c1)CC(=O)N([C@H](C)CO)C[C@@H](C)[C@H](CN(C)C)O2
 : 6 | -1
#29 Cc1noc(C)c1S(=O)(=O)Nc1cccc2c1O[C@H](CN(C)Cc1ccc(Oc3ccccc3)cc1)[C@H](C)CN([C@H](C)CO)C2=O
 : -5 | x
#30 C[C@@H]1CCCCO[C@H](CN(C)C(=O)CCC(F)(F)F)[C@H](C)CN([C@H](C)CO)C(=O)c2cc(NS(=O)(=O)c3cccs3)ccc2O1
 : -11 | x

Molecules shown so far that have bromine:
Screens in order: p53 PUMA act | STK33 inh
#20 O=C(Nc1cccc(Br)c1)C1CN(S(=O)(=O)c2ccccc2)CCN1S(=O)(=O)c1ccccc1 (centres undefined)
 : 1 | 4
#26 Cc1cccc(NC(=O)CNS(=O)(=O)c2ccc(Br)cc2)c1C
 : -10 | 0

Later entries:
Screens in order: p53 PUMA act | STK33 inh
#31 Cc1cc(I)ccc1NC(=O)CN(c1ccc(Cl)c(Cl)c1)S(C)(=O)=O
 : -5 | -8
#32 OC(COc1ccc2cc(Br)ccc2c1)Cn1cnc2ccccc21 (centres undefined)
 : 10 | 0
#33 C/C=C/c1cnc2c(c1)C(=O)N([C@@H](C)CO)C[C@H](C)[C@@H](CN(C)S(=O)(=O)c1ccccc1F)O2
 : -5 | x
#34 COC(=O)c1ccccc1NC(=O)c1ccc(Cl)c(S(=O)(=O)Nc2ccc(C)cc2C)c1
 : 7 | -1
#35 C[C@H](CO)N1C[C@H](C)[C@@H](CN(C)C(=O)Nc2ccc(F)cc2)OCCCC[C@H](C)Oc2ccc(NS(=O)(=O)c3ccccc3)cc2C1=O
 : -8 | x
#36 C[C@H](CO)N1C[C@H](C)[C@H](CN(C)C)Oc2ccc(NS(=O)(=O)c3ccccc3)cc2C1=O
 : -1 | x
#37 CS(=O)(=O)N(CC(=O)Nc1ccccc1-c1ccccc1)c1cccc(F)c1
 : 4 | 0
#38 CCC(=O)N(C)C[C@H]1Oc2cc(C#Cc3cccnc3)ccc2S(=O)(=O)N([C@@H](C)CO)C[C@@H]1C
 : -21 | x
#39 COc1ccc(S(=O)(=O)N(C)C[C@@H]2OCCCC[C@@H](C)Oc3ccc(NC(=O)NC(C)C)cc3C(=O)N([C@H](C)CO)C[C@@H]2C)cc1
 : x | -2
#40 Cc1noc(C)c1NC(=O)N(C)C[C@H]1OCCCC[C@H](C)Oc2ccc(NC(=O)CCC(F)(F)F)cc2C(=O)N([C@H](C)CO)C[C@@H]1C
 : 4 | x
#41 C[C@H](CO)N1C[C@H](C)[C@H](CN(C)C(=O)Nc2cccc3ccccc23)Oc2c(NC(=O)C3CCOCC3)cccc2C1=O
 : -5 | x
#42 COc1ccc(C(=O)Nc2ccc(Cl)cc2C(=O)NCCN2CCOCC2)cc1
 : 3 | -1
#43 C[C@H]1CCCCO[C@@H](CN(C)S(=O)(=O)c2ccc(Cl)cc2)[C@@H](C)CN([C@@H](C)CO)C(=O)c2cc(NS(=O)(=O)c3ccc(F)cc3)ccc2O1
 : -26 | x
#44 CNC[C@H]1Oc2ccc(NC(=O)NC3CCCCC3)cc2CC(=O)N([C@H](C)CO)C[C@H]1C
 : x | -1
#45 C[C@@H]1CN([C@@H](C)CO)C(=O)c2cc(NS(=O)(=O)c3ccc(Cl)cc3)ccc2O[C@@H]1CN(C)S(C)(=O)=O
 : x | 2
#46 C/C=C/c1cnc2c(c1)C(=O)N([C@H](C)CO)C[C@H](C)[C@@H](CN(C)C(=O)Nc1ccc(OC)cc1)O2
 : -7 | x
#47 O=C(CC(C(=O)O)N1CCCCC1)Nc1ccccc1 (centres undefined)
 : -4 | 1
#48 Cc1onc(-c2c(Cl)cccc2Cl)c1C(=O)N[C@@H]1C(=O)N2[C@@H]1SC(C)(C)[C@@H]2C(=O)O
 : 2 | -3
#49 CC1CCCCN1C(=S)Nc1ccc(S(=O)(=O)N2CCCCC2)cc1 (centres undefined)
 : x | 0
#50 C[C@H]1CN([C@@H](C)CO)C(=O)CCCn2nncc2CO[C@H]1CN(C)C(=O)c1ccccc1
 : 10 | -1
#51 COc1cccc(-c2cnc3c(c2)C(=O)N([C@H](C)CO)C[C@H](C)[C@@H](CN(C)Cc2ccc(F)cc2)O3)c1
 : -9 | x
#52 CN(C)CC(=O)Nc1ccc2c(c1)[C@H]1C[C@H](CC(=O)N3CCc4ccccc4C3)O[C@H](CO)[C@H]1O2
 : 10 | x
#53 CC(=O)Oc1c(-c2ccccc2)oc2c(CC=C(C)C)c3c(c(OC(C)=O)c2c1=O)C=CC(C)(C)O3
 : x | 1
#54 COc1ccc(Cl)c(Cn2c(NCc3ccco3)nc3c2c(=O)n(C)c(=O)n3C)c1
 : -6 | 2
#55 Cc1[nH]c2ccccc2c1C(=O)CSc1nncn1C
 : -1 | 2
#56 COC(=O)c1cc(-c2ccccc2)sc1NC(=S)Nc1cccc(NC(C)=O)c1
 : 15 | 3
#57 C[C@@H]1CN([C@@H](C)CO)C(=O)c2cc(C#CC3(O)CCCC3)cnc2O[C@H]1CN(C)S(=O)(=O)c1cccc(F)c1
 : 1 | x
#58 COc1ccc(NC(=O)N(C)C[C@H]2Oc3ccc(NC(=O)CCC(F)(F)F)cc3CC(=O)N([C@@H](C)CO)C[C@@H]2C)cc1
 : x | 0
#59 O=C(NCCN1CCOCC1)c1cc2cc(Br)ccc2oc1=O
 : -5 | 0
#60 C[C@@H]1CN([C@@H](C)CO)C(=O)Cc2cc(NS(=O)(=O)c3cn(C)cn3)ccc2O[C@@H]1CN(C)C(=O)Nc1ccc(C(F)(F)F)cc1
 : x | 0

Screens in order: p53 PUMA act | STK33 inh
#61 COC(=O)c1c(NC(=O)COc2cccc(Cl)c2)sc2c1CCC2
 : 34 | 0
#62 C[C@H]1CN([C@@H](C)CO)S(=O)(=O)c2ccc(C#CC3CC3)cc2O[C@H]1CN(C)Cc1cccnc1
 : -4 | x
#63 COc1cc(OC)c(NC(=O)CSc2nnc(-c3ccncc3)n2-c2ccccc2)cc1Cl
 : 15 | -2
#64 C[C@H]1CN([C@@H](C)CO)C(=O)CCCn2nncc2CO[C@@H]1CN(C)C(=O)c1ccncc1
 : x | -1
#65 C[C@H](CO)N1C[C@H](C)[C@H](CN(C)C(=O)C2CCCCC2)OCc2cnnn2CCCC1=O
 : x | 2
#66 COc1ccc(S(=O)(=O)N(C)CC(=O)NC2CCCCC2)cc1Cl
 : 11 | -1
#67 COC(=O)COc1cccc(NC(=O)c2ccc(Br)cc2)c1
 : 6 | 2
#68 Cc1cc(NC(=O)CN(c2cccc(Cl)c2)S(C)(=O)=O)ccc1Br
 : -13 | 0
#69 COc1ccc(NC(=O)N(C)C[C@@H]2Oc3ccc(NC(=O)Cc4ccccc4)cc3C(=O)N([C@H](C)CO)C[C@H]2C)cc1
 : x | -1
#70 C[C@H](CO)N1C[C@H](C)[C@H](CN(C)S(=O)(=O)c2ccccc2)OCCCC[C@H](C)Oc2ccc(NC(=O)C3CCCCC3)cc2C1=O
 : -23 | x
#71 COc1ccc(NC(=O)N(C)C[C@@H]2Oc3ccc(NS(=O)(=O)c4ccc(Cl)cc4)cc3CC(=O)N([C@@H](C)CO)C[C@@H]2C)cc1
 : x | -2
#72 Cc1cc(Cl)c(S(N)(=O)=O)cc1OCC(=O)NC1CCCCC1
 : 11 | -3

Look-ups from the results shown:
Result for COC(=O)c1c(NC(=O)COc2cccc(Cl)c2)sc2c1CCC2 in p53 PUMA act: 34
Result for C[C@H](CO)N1C[C@H](C)[C@H](CN(C)S(=O)(=O)c2ccccc2)OCCCC[C@H](C)Oc2ccc(NC(=O)C3CCCCC3)cc2C1=O in p53 PUMA act: -23
Result for COc1ccc(NC(=O)N(C)C[C@@H]2Oc3ccc(NC(=O)Cc4ccccc4)cc3C(=O)N([C@H](C)CO)C[C@H]2C)cc1 in STK33 inh: -1
Result for C[C@H]1CN([C@@H](C)CO)C(=O)CCCn2nncc2CO[C@@H]1CN(C)C(=O)c1ccncc1 in STK33 inh: -1
Result for COC(=O)COc1cccc(NC(=O)c2ccc(Br)cc2)c1 in STK33 inh: 2

Random excerpt: four entries already listed, in no set order.
Screens in order: p53 PUMA act | STK33 inh
#65 C[C@H](CO)N1C[C@H](C)[C@H](CN(C)C(=O)C2CCCCC2)OCc2cnnn2CCCC1=O
 : x | 2
#69 COc1ccc(NC(=O)N(C)C[C@@H]2Oc3ccc(NC(=O)Cc4ccccc4)cc3C(=O)N([C@H](C)CO)C[C@H]2C)cc1
 : x | -1
#70 C[C@H](CO)N1C[C@H](C)[C@H](CN(C)S(=O)(=O)c2ccccc2)OCCCC[C@H](C)Oc2ccc(NC(=O)C3CCCCC3)cc2C1=O
 : -23 | x
#72 Cc1cc(Cl)c(S(N)(=O)=O)cc1OCC(=O)NC1CCCCC1
 : 11 | -3
